Rev-erbA mod: modulators of Rev-erb alpha DNA binding, primary screen, biochemical, FITC-DNA, fluorescence polarization, uHTS. 0.79% of 370,000 active. activity, % at 10 µM. Nuclear receptor subfamily 1 group D member 1 (Homo sapiens), P20393. AID 1259318, 2017. Rev-erbα–FITC-DNA binding, 90 min;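 active means activity above about 14%, limit read from the data; passing the limit was not always enough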;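 further: 0% = DMSO wells with 35 nM protein and 100% = DMSO wells with 750 nM protein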
HGIII-sPLA2 inh: human group III sPLA2 inhibitors, primary screen, biochemical, QFRET, BODIPY PC-A2 liposome substrate; Group 3 secretory phospholipase A2 (Homo sapiens), Q9NZ20; QFRET BODIPY PC-A2 liposome hydrolysis, fluorescence; inhibition, % at 12.2 µM; 0.56% of 370,000 active; AID 743126, 2013;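 active means inhibition above mean plus 3 SD of compounds lying within the high and low control bounds, cut at about 19% in these data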;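 further: 0% = median of test compound wells and 100% = no enzyme DMSO wells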
PLC-beta3 inh: human PLC-beta3 inhibitors, primary screen, biochemical, fluorescence | 0.18% of 370,000 active | Purified PLC-beta3, fluorogenic substrate | 1-phosphatidylinositol 4,5-bisphosphate phosphodiesterase beta-3 (Homo sapiens), Q01970 | inhibition, % at 12.2 µM | AID 720704, 2013; in the data active means inhibition above about 11%;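 further: 0% = median of compound wells on plate and 100% = full blocker control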
Target sequence (Q01970 whole entry, looked up): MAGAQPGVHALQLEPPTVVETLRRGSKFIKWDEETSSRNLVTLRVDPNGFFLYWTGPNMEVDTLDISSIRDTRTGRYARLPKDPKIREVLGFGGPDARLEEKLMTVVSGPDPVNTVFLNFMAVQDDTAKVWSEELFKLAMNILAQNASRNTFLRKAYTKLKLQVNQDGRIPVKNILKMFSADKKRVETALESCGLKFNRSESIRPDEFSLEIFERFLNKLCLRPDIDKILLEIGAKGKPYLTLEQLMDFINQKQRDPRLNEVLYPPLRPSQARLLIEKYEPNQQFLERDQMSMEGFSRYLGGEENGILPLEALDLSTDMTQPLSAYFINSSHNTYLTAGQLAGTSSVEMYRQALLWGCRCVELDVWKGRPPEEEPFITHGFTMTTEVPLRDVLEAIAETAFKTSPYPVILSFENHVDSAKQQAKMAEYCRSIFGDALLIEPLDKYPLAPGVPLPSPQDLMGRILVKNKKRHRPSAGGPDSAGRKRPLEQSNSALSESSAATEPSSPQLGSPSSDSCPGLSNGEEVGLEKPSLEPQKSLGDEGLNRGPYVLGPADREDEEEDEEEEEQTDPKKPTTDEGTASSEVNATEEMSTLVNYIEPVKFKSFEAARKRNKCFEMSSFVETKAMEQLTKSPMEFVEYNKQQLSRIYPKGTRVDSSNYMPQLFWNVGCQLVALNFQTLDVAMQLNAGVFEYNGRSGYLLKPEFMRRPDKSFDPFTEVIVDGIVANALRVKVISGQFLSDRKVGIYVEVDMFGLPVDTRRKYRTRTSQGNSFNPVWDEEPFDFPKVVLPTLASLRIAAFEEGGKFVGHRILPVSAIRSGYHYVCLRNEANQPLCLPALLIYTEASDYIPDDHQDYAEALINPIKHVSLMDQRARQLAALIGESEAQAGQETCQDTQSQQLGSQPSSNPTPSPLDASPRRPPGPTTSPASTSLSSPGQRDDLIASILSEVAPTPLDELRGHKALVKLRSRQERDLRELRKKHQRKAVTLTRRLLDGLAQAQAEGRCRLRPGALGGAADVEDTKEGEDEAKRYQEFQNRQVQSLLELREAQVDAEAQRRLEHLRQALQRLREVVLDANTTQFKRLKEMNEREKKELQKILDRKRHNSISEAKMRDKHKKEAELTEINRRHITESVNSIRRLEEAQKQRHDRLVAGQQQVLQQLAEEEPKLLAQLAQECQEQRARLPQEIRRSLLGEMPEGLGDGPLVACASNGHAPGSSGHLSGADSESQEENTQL
Tn6 DDE FP: inhibitors of Tn6 peptide binding to fibrin DD(E), primary screen, biochemical, fluorescence polarization, human fibrin, Tn6 probe. AID 720509, 2013. Fibrinogen beta chain (Homo sapiens), P02675. inhibition, % at 8.3 µM. 0.21% of 370,000 active. Fibrin DD(E) TRITC-Tn6 fluorescence polarization displacement;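 active means inhibition above a per-campaign cutoff: mean of compounds within control limits plus 3 SD, cut at about 15% in these data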;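 further: 0% = median of all compound wells on the plate and 100% = blocking peptide control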
DDE Tn7 FP inh: inhibitors of Tn7 peptide binding to fibrin DD(E), primary screen, biochemical, fluorescence polarization, human fibrin, Tn7 probe. AID 720508, 2013. 0.13% of 370,000 active. inhibition, % at 8.3 µM. FP displacement of FITC-Tn7 peptide from fibrin DD(E); 0% = median of compound wells per plate. Fibrinogen beta chain (Homo sapiens), P02675;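 active means inhibition above the mean of compounds falling within the control limits plus 3 SD of them, cut at about 14% in these data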;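 further: 0% = plate median of compound wells and 100% = 10 µM Aha-Tn7 peptide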
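Also added: labelled Tn7 tracer, 0.1 µM; Assay system: human fibrin DD(E) protein; Amount: 2 µM fibrin DD(E); Schedule: 10 min compound pre-incubation, 3 h probe incubation at room temperature; Repeats: one replicate per compound; Read-out basis: percent inhibition; Measured by: fluorescence polarization of the labelled Tn7 tracer.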
UHRF1 MBD2 ctr: UHRF1 methylated DNA binding inhibitors, primary screen, counter-screen for MBD2 inhibitor project, biochemical, TR-FRET, human UHRF1, single concentration | UHRF1 binding to methylated oligo | inhibition, % at 4.4 µM | 0.75% of 370,000 active | AID 687016, 2013; in the data active means inhibition above about 21%;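 further: UHRF1 SRA domain binding a hemimethylated CpG hairpin DNA probe; 0% = median of test compound wells and 100% = reference inhibitor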
ARFGAP1 inhibitor: inhibitors of rat ARFGAP1 GAP activity, primary screen, biochemical, fluorescence polarization, GDP tracer; ADP-ribosylation factor GTPase-activating protein 1 (Rattus norvegicus), Q62848; AID 651572, 2012; 0.26% of 360,000 active; inhibition, % at 16.5 µM; Arfgap1-stimulated ARF1 GTP hydrolysis, GDP FP detection;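 active means inhibition above a per-plate limit, mean inhibition of low control wells plus 3 SD, cut at about 25% in these data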;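 further: 0% = DMSO wells with enzyme and 100% = wells lacking Arfgap1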
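Material: truncated rat Arfgap1 GAP domain; Incubation: compound-enzyme preincubation 20 min, reaction 120 min, detection 60 min, 25 °C; Read-out: percent inhibition of Arfgap1-stimulated GTP hydrolysis; Technique: FP, GDP Alexa 633 tracer displaced from anti-GDP antibody, 620/688 nm; Controls: No-Arfgap1 wells (100%) versus DMSO full-reaction wells (0%); Replication: single well per compound.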
PLCg1 inh: PLC-gamma1 enzyme inhibitors, primary screen, biochemical, fluorescence, purified enzyme; fluorogenic substrate; inhibition, % at 12.2 µM; 0.84% of 370,000 active; in the data active means inhibition above about 9.5%
ASAP1 GAP inh: inhibitors of human ASAP1 ArfGAP activity, primary screen, biochemical, fluorescence polarization; 0.19% of 360,000 active; inhibition, % at 16.5 µM; AID 624377, 2012; ASAP1-stimulated ARF1 GTP hydrolysis, GDP FP detection; Arf-GAP with SH3 domain, ANK repeat and PH domain-containing protein 1 (Homo sapiens), …; in the data active means inhibition above about 25%;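 further: 0% = vehicle with enzyme and substrate and 100% = no enzyme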
proKLK7 act: proKLK7 zymogen activators, primary screen, biochemical, fluorescence intensity. purified proKLK7, EDANS-DABCYL substrate fluorescence; 100% is mature enzyme control, 0% vehicle. activation, % at 7 µM. 0.9% of 370,000 active. AID 652039, 2013. Kallikrein-7 (Homo sapiens), P49862;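 active means activation above the mean of all tested compounds plus 3 SD, computed per campaign excluding outliers beyond control limits, cut at about 13% in these data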
Active calls of the source: *; i = inactive.

SMILES	Rev-erbA mod	HGIII-sPLA2 inh	PLC-beta3 inh	Tn6 DDE FP	DDE Tn7 FP inh	UHRF1 MBD2 ctr	ARFGAP1 inhibitor	PLCg1 inh	ASAP1 GAP inh	proKLK7 act
Cc1ccc(OCC(=O)Nc2ccc3c(c2)ncn3C)cc1	-7	-1	-4	-4	-2	0	-7	2	-12	0.1
Cc1ccc(CN(C(=O)c2ccccc2[N+](=O)[O-])C2CCS(=O)(=O)C2)o1 (stereo not given)	2	8	-10	4	-5	4	13	-1	4	0.8
Cc1nnc(C)c2c(C)n(-c3ccccc3N)c(C)c12	5	-2	-77	-3	-5	-2	-16	-62	-8	2.4
CCOc1ccc(C(=S)N2CCN(C)CC2)cc1	5	5	5	5	0	1	-2	0	1	-0.1
COc1ccc(OCC(=O)N2CCN(c3cccc(C(F)(F)F)c3)CC2)cc1	-1	-5	-4	-2	5	1	-11	-1	4	1.3
NC(=O)C1CCN(C(=O)c2ccc(Oc3ccccc3)cc2)CC1	-2	1	3	2	0	1	-2	-3	-9	-0.1
CN1CCN(C(=S)Nc2ccc(Cl)cc2Cl)CC1	-3	1	2	0	-6	-1	0	10*	-7	0.8
CCOCCc1nn2c(=O)cc(CSCC(=O)Nc3ccccc3)nc2s1	-5	7	-6	1	-3	-1	1	0	9	0.0
Cc1cccc(C)c1NC(=O)C1(C)CSCC(=O)N1CCCn1ccnc1 (stereo not given)	-5	-1	3	1	4	1	-4	4	0	-0.3
Cc1nn(-c2ccccc2)c2nc(-c3ccco3)cc(C(=O)O)c12	-7	-9	-335	6	3	14	5	-329	-11	3.8
N/C(COc1ccccc1)=N\NC(=O)c1cccnc1Oc1ccccc1	4	-4	2	-13	-7	-2	-6	3	5	0.2
COc1ccc(OC)c2sc(N(CCN(C)C)C(=O)c3ccc4ccccc4c3)nc12	-6	0	-10	-1	2	8	4	-3	4	-0.3
Cc1ccc(C)c(NS(=O)(=O)c2ccc(NC(=O)c3ccco3)cc2)c1	1	-25	2	1	1	0	-7	3	0	0.5
CN(Cc1ccccc1)S(=O)(=O)c1ccc(Cl)c(C(=O)NCc2ccncc2)c1	3	-5	-5	7	2	-1	5	0	3	0.3
COc1cc(C(=O)Oc2cc(N)n(S(=O)(=O)c3ccccc3)n2)cc(OC)c1OC	4	6	-3	5	4	-1	1	-2	-2	-0.2
CCCCOc1ccc(-c2cc(C(F)(F)F)c(C#N)c(SCC(=O)O)n2)cc1	-3	2	-25	3	4	3	-9	-22	-7	-0.8
Cc1ccc(S(=O)(=O)NC(=O)c2cc(C)n(CCCN3CCOCC3)c2C)cc1	5	4	-1	8	-1	0	-4	-5	18	0.3
O=C(NC(C(=O)O)c1ccccc1)c1ccccc1 (stereo not given)	-4	5	4	7	-5	1	13	1	-1	-0.6
O=C1NN(c2cccc(Br)c2)C(=O)/C1=C\c1ccccc1	2	-4	-9	0	0	-1	-2	-1	-1	0.0
CCOC(=O)C1(C)CCCN1C(=O)c1ccc(C(=O)OC)cc1 (stereo not given)	-8	-2	1	-3	-1	4	9	-1	6	0.4
COc1ccc(CSc2ncn[nH]2)cc1[N+](=O)[O-]	-6	10	2	4	-4	5	10	-3	2	-0.9
CSc1ccccc1NC(=O)c1c(C)noc1C	-1	8	0	0	-4	6	5	2	11	0.6
CC(C)CNC(=O)CSc1ccc(S(=O)(=O)N2CCN(C)CC2)cn1	-3	10	-9	-11	-1	-3	-12	-2	-23	-0.2
CCc1ccccc1OCC(=O)NNCC(=O)Nc1cccc(C#N)c1	-4	1	-8	1	8	1	12	4	1	-0.4
CC(C)CCN1C(=O)c2ccc(C(=O)Nc3cc(C(=O)O)cc(C(=O)O)c3)cc2C1=O	0	2	3	3	0	0	-1	1	-6	0.0
SMILES	Rev-erbA mod	HGIII-sPLA2 inh	PLC-beta3 inh	Tn6 DDE FP	DDE Tn7 FP inh	UHRF1 MBD2 ctr	ARFGAP1 inhibitor	PLCg1 inh	ASAP1 GAP inh	proKLK7 act
CC(C)OC(=O)C[N+](C)(C)CCN1C(=O)C2C(c3ccccc3)C=CC(c3ccccc3)C2C1=O (stereo not given)	6	-3	-8	-3	-2	-3	-4	-6	-7	-0.4
Cc1nc(-c2ccc(Cl)cc2)sc1C1(C)CC(c2c(Cl)cccc2Cl)=NO1 (stereo not given)	-7	0	-2	6	1	0	7	1	0	-1.4
COc1ccc(OCCCC(=O)NCC(C)C)cc1	-4	-6	5	0	-3	0	3	1	-1	0.2
CC(C)OP(=O)(OC(C)C)C(Nc1ccccc1)c1cccnc1 (stereo not given)	1	14	-3	4	0	2	-17	-1	-5	0.3
COc1ccc2[nH]c3c(c2c1)[C@@H]1CCN2C(=O)CCC[C@H](C3)[C@H]12	-2	4	-9	8	0	8	-14	-8	-6	-1.0
COC(=O)[C@]12C[C@H](CC(=O)N3CCOCC3)C(=O)N(CCc3ccc(OC)c(OC)c3)C1=C[C@H](C(C)(C)C)O[C@@H]2C	-5	9	0	0	3	-2	10	1	0	-1.2
COc1ccc(-c2noc(CNS(=O)(=O)c3ccc(NC(C)=O)cc3)n2)cc1	4	-3	-9	3	-5	-2	-1	-4	0	0.9
Cc1ccc(N2CCCCn3c2nc2c3c(=O)n(CC(=O)O)c(=O)n2C)cc1	-2	-12	-7	-11	-8	-1	17	-6	6	1.1
COc1ccc(CC(=O)NNS(=O)(=O)c2ccc(F)cc2)cc1OC	-4	0	3	-6	0	0	7	1	-4	0.4
CC(C)NC(=O)c1ccc2c(=O)n(Cc3ccco3)c(=S)[nH]c2c1	-5	2	3	-2	0	-2	-1	-3	-5	-0.1
CCc1nc2sccc2c(=O)n1N	3	7	2	-8	0	3	0	0	-5	0.2
O=C(O)c1ccc(NC(=O)c2cn(-c3ccccc3)nc2-c2cccc(Cl)c2)cc1	2	-16	-2	-5	1	-3	6	4	-2	0.2
O=C(O)CCC(=O)NCc1cn(-c2ccccc2)nc1-c1cccc(Br)c1	7	-13	3	5	-1	1	0	6	2	-0.8
CS(=O)(=O)c1ccc2nc(NC(=O)c3ccc(NS(=O)(=O)c4ccc(F)c(F)c4)cc3)sc2c1	23	-13	-98	-6	2	-2	3	-64	9	-2.2
CCOc1cc(S(=O)(=O)NC2CCCCC2)ccc1F	0	-4	-1	-9	1	-2	1	1	-1	0.0
Cc1ccc(-c2cc(C(=O)NCCCn3ccnc3)c3ccccc3n2)s1	-3	-23	i	-3	-1	-5	11	i	-10	35*
COc1ccc(-c2ccc(SCC(=O)NCc3ccco3)nn2)cc1OC	-6	0	-13	1	4	1	16	-6	8	0.1
CC(=O)Nc1ccc(NC(=O)c2ccc(Cn3cc(Cl)cn3)cc2)cc1	-2	-9	0	0	0	-4	-1	-3	-7	-0.6
COc1cc(-c2noc(C)c2C(=O)NCCc2ccccc2)cc(OC)c1OC	-2	1	-1	0	-7	1	10	1	1	-0.1
O=S(=O)(NCCc1csc(-c2ccccc2)n1)c1cccnc1	0	7	-9	3	5	2	2	-3	-4	0.3
CCOC(=O)c1nnn(-c2nn3nnnc3c3ccccc23)c1C	2	-2	7	1	-3	7	12	2	-10	-0.2
O=C(Nc1ccc(Cl)cc1)C1(S(=O)(=O)c2ccccc2)CC1	4	3	0	2	-10	1	7	4	11	-0.2
O=C(C[C@H]1C[C@@H]2c3cc(NS(=O)(=O)c4ccccc4)ccc3O[C@@H]2[C@H](CO)O1)N1CCOCC1	-4	18	-3	3	7	2	13	3	7	0.8
O=C(Nc1cccc(C(=O)Nc2ccc(Br)cc2)c1)c1ccccc1	0	-2	2	2	2	-3	-19	3	-10	0.5
Cc1csc(N/N=C/c2ccc(O)c([N+](=O)[O-])c2)n1	7	-6	3	-4	-4	-7	-8	4	5	0.9

Continued; the last three above are carried over.
SMILES	Rev-erbA mod	HGIII-sPLA2 inh	PLC-beta3 inh	Tn6 DDE FP	DDE Tn7 FP inh	UHRF1 MBD2 ctr	ARFGAP1 inhibitor	PLCg1 inh	ASAP1 GAP inh	proKLK7 act
O=C(C[C@H]1C[C@@H]2c3cc(NS(=O)(=O)c4ccccc4)ccc3O[C@@H]2[C@H](CO)O1)N1CCOCC1	-4	18	-3	3	7	2	13	3	7	0.8
O=C(Nc1cccc(C(=O)Nc2ccc(Br)cc2)c1)c1ccccc1	0	-2	2	2	2	-3	-19	3	-10	0.5
Cc1csc(N/N=C/c2ccc(O)c([N+](=O)[O-])c2)n1	7	-6	3	-4	-4	-7	-8	4	5	0.9
Nc1nc(SCc2ccccn2)c2ncn(C3CCCC3)c2n1	-8	4	6	4	0	-1	-1	-2	-6	0.4
O=S(=O)(Nc1ccc(Cl)cn1)c1cnc(Cl)c(Br)c1	-1	-11	-6	4	2	-3	0	1	-6	-0.1
Fc1cccc(CCN2C(=S)NC[C@@H]2Cc2ccccc2)c1	5	-1	-2	2	15*	2	-7	-1	-14	0.6
Cc1cc2nccnc2cc1C	-1	-1	3	5	-2	20	-10	-3	-5	-0.2
CC(C)(C)N/N=C/c1cc(Cl)cc([N+](=O)[O-])c1O	5	-9	-1	-1	10	-8	0	-1	-11	0.9
COc1ccccc1N1CCN(C2CCCN(C(=O)c3cccc(-c4ccco4)c3)C2)CC1 (stereo not given)	-1	-13	-9	-2	-1	4	-6	1	8	0.9
CCSc1nnc2c(n1)OC(C)(C)Nc1ccccc1-2	0	-4	0	1	-1	-18	-6	0	6	0.0
COc1cccc(-c2nnc(Nc3nc4c(F)cccc4s3)o2)c1	-4	-9	-209	4	6	-1	7	-195	-5	-4.4
Cc1cccc(N2CCN(C(=O)c3cccc(N4C(=O)C5C6C=CC(C6)C5C4=O)c3)CC2C)c1 (stereo not given)	5	-9	-3	10	4	0	-6	-1	-3	-0.4
CC1CCCCN1C(=O)c1cc(-c2ccc(Cl)c(Cl)c2)on1 (stereo not given)	-3	0	2	3	0	-3	-8	3	-5	0.0
COc1cccc(-c2nnc(SCC(=O)Nc3ccc(S(N)(=O)=O)cc3)n2C)c1	-1	-6	0	6	0	3	7	0	5	0.3
Cn1c(SCc2ccc([N+](=O)[O-])cc2)nnc1-c1ccncc1	2	2	-2	8	-5	-1	9	2	-9	0.0

Compound activity as filed in PubChem.
